OX1R antag-1: antagonists of human orexin 1 receptor (OX1R). AID 485270, 2010. OX1R-expressing cells, FRET antagonist read-out. hit rate 1.8% among 330,000. inhibition, % at 6.6 µM; in the data active = inhibition mostly above about 38%, no sharp cut-off; inactive = mostly below about 40%;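 also: 0% = agonist challenge alone and 100% = reference antagonist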
Target sequence (O43613 whole entry, looked up): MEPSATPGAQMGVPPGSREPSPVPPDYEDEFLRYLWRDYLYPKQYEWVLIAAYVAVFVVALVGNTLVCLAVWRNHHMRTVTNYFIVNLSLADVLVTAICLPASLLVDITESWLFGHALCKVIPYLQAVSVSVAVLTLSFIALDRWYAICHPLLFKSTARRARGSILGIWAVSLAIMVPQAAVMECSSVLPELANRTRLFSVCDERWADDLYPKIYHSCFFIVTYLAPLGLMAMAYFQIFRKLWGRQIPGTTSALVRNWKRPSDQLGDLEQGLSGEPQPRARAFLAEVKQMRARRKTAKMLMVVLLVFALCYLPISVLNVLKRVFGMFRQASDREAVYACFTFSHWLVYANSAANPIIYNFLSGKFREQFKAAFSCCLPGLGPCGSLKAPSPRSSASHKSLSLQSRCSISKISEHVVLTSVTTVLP
OX1R antag-2: OX1R (HCRTR1) antagonists, primary screen, fluorescence, CHO/OX1R cells, Fluo-8 calcium, orexin A; Fluo-8 calcium fluorescence; inhibition, % at 5 µM; hit rate 0.43% among 330,000; AID 434989, 2010;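 active = inhibition above its plate's threshold, mean inhibition of all tested compounds on the plate plus 3 SD, cut at about 37% in these data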;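 also: 0% = orexin A challenge wells and 100% = SB-334867-A antagonist wells; not every result past the cut was called active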
STK33 kinase inh: inhibitors of purified STK33 kinase, primary screen, biochemical, ADP-Glo luminescence, homogeneous, cell-free; Serine/threonine-protein kinase 33 (Homo sapiens), Q9BYT3; MBP phosphorylation; inhibition, % at 10 µM; hit rate 0.073% among 320,000; AID 2661, 2010;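 active = inhibition at or above 25%, using the most active replicate where run in duplicate; inactive = inhibition below 25%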
Target sequence (Q9BYT3 whole entry, looked up): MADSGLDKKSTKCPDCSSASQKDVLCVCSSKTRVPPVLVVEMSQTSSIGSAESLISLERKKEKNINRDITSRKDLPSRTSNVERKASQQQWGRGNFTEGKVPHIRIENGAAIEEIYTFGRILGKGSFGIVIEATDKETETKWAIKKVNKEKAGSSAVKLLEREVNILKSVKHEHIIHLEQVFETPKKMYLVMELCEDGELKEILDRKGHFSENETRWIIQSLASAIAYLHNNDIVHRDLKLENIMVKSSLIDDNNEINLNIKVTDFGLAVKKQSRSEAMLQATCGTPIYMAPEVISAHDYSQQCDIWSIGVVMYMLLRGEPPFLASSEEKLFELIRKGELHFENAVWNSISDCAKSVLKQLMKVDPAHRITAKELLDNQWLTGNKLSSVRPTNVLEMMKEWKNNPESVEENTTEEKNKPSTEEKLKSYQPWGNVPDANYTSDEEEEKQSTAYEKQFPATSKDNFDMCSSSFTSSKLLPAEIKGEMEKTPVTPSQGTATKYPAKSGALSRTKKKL
The depositor's hits bear a star; x = not tested or not shown.

1	O=C(CC1SC(N2CCCCC2)=NC1=O)Nc1ccc(C(=O)NCc2ccccc2)cc1 (configuration not stated)
2	CCN(CC)C(=O)CSC(=Nc1ccccc1F)NC#N
3	C=CCn1c(/N=C/c2ccc3c(c2)OCO3)nc2ccccc21
4	Cc1ccc(OCC(O)Cn2c(=N)n(CCN3CCOCC3)c3ccccc32)cc1 (configuration not stated)
5	COc1cc(/C=N/NC2=NC(C)(C)Cc3ccccc32)cc(OC)c1OC
6	COc1ccc(CN=C(N)N=C(N)N)cc1Cl
screen / no.	1	2	3	4	5	6
OX1R antag-1	3	15	12	17	29	10
OX1R antag-2	1	-21	-10	-13	-49	-20
STK33 kinase inh	-2.2	-0.4	-0.3	-2.6	0.5	0.9

7	COc1ccc(-n2nnnc2SCC(=O)N2CCCC2)cc1OC
8	Nc1nnc(SCC(=O)Nc2ccc3nc(SCC(=O)Nc4ccccc4)sc3c2)s1
9	CCCCCCCCSc1nnc(-c2ccc(OC)cc2)o1
10	Cc1ccc(NS(=O)(=O)c2ccc(C(=O)NCCCN3CCCC3=O)cc2)cc1C
11	c1ccc(-c2nnc(C3CC(c4ccncc4)=NO3)o2)cc1 (configuration not stated)
12	COc1ccc(C)cc1NC(=O)CN(c1ccc(F)cc1)S(C)(=O)=O
screen / no.	7	8	9	10	11	12
OX1R antag-1	12	30	10	22	12	2
OX1R antag-2	-8	32	-17	-3	-12	-23
STK33 kinase inh	0.0	1.4	x	-0.1	0.4	-1.4

13	COc1cccc(OC)c1C(=O)Nc1c(C(=O)N2CCN(C)CC2)oc2ccccc12
14	O=C(O)c1ccccc1C(=O)N1CCN(c2cccc(Cl)c2)CC1
15	O=C(Nc1ccccc1)O/N=C/c1ccc(F)cc1
16	O=S(=O)(Nc1ccc(-c2csc(-c3ccccc3)n2)cc1)c1ccccc1
17	COc1ccc(-c2ccc(-c3noc(C4CCCCC4)n3)c(OC)n2)cc1
18	Cc1ccc(N(CC(=O)N/N=C/c2ccco2)S(=O)(=O)c2ccccc2)cc1
screen / no.	13	14	15	16	17	18
OX1R antag-1	-3	11	21	11	16	-1
OX1R antag-2	-11	5	-7	-8	-39	-26
STK33 kinase inh	-2.8	0.7	1.6	-0.8	-0.5	-1.7

From compound 2 to 15, as listed above:
2	CCN(CC)C(=O)CSC(=Nc1ccccc1F)NC#N
3	C=CCn1c(/N=C/c2ccc3c(c2)OCO3)nc2ccccc21
4	Cc1ccc(OCC(O)Cn2c(=N)n(CCN3CCOCC3)c3ccccc32)cc1 (configuration not stated)
5	COc1cc(/C=N/NC2=NC(C)(C)Cc3ccccc32)cc(OC)c1OC
6	COc1ccc(CN=C(N)N=C(N)N)cc1Cl
7	COc1ccc(-n2nnnc2SCC(=O)N2CCCC2)cc1OC
8	Nc1nnc(SCC(=O)Nc2ccc3nc(SCC(=O)Nc4ccccc4)sc3c2)s1
9	CCCCCCCCSc1nnc(-c2ccc(OC)cc2)o1
screen / no.	2	3	4	5	6	7	8	9
OX1R antag-1	15	12	17	29	10	12	30	10
OX1R antag-2	-21	-10	-13	-49	-20	-8	32	-17
STK33 kinase inh	-0.4	-0.3	-2.6	0.5	0.9	0.0	1.4	x

10	Cc1ccc(NS(=O)(=O)c2ccc(C(=O)NCCCN3CCCC3=O)cc2)cc1C
11	c1ccc(-c2nnc(C3CC(c4ccncc4)=NO3)o2)cc1 (configuration not stated)
12	COc1ccc(C)cc1NC(=O)CN(c1ccc(F)cc1)S(C)(=O)=O
13	COc1cccc(OC)c1C(=O)Nc1c(C(=O)N2CCN(C)CC2)oc2ccccc12
14	O=C(O)c1ccccc1C(=O)N1CCN(c2cccc(Cl)c2)CC1
15	O=C(Nc1ccccc1)O/N=C/c1ccc(F)cc1
screen / no.	10	11	12	13	14	15
OX1R antag-1	22	12	2	-3	11	21
OX1R antag-2	-3	-12	-23	-11	5	-7
STK33 kinase inh	-0.1	0.4	-1.4	-2.8	0.7	1.6

Other records:
19	Cc1nn(-c2ccc(N3CCOCC3)nn2)c(C)c1CCC(=O)Nc1ccc(F)cc1
20	O=C(COC(=O)c1cnccn1)Nc1c(Cl)cc(Cl)cc1Cl
21	O=C(CS(=O)(=O)Cc1ccccc1)NCc1ccc2c(c1)OCO2
22	O=C(Cn1ccc(C(F)(F)F)n1)NNC(=O)c1ccco1
23	Cc1ccc(C2(c3noc(CN(C)CC4CCCCO4)n3)CCCC2)cc1 (configuration not stated)
24	CCC(C)Nc1nc(N)c([N+](=O)[O-])c(NC2CCCCC2)n1 (configuration not stated)
screen / no.	19	20	21	22	23	24
OX1R antag-1	13	-5	12	-4	9	14
OX1R antag-2	-15	2	-13	10	-35	-38
STK33 kinase inh	-0.7	x	-0.5	-0.7	-0.7	-0.8

25	Cc1ccc(S(=O)(=O)N2CCSC2C(=O)O)cc1 (configuration not stated)
26	CCOc1ccc(NC(=O)COC(=O)c2cc(S(=O)(=O)N3CCCC3)ccc2C)cc1
27	C=CCn1c(=O)c2c(nc3n2CC(C)CN3c2cccc(OC)c2)n(C)c1=O (configuration not stated)
28	Cc1ccc(C(=O)Nc2ccc(Cl)cc2C)c(Cl)c1
29	Cc1oc(-c2ccc(Cl)cc2)nc1CN1CCC(C(=O)NCc2cccs2)CC1
30	Cc1[nH]n(-c2ccccc2)c(=O)c1/C=N/NC(=O)c1ccccc1F
screen / no.	25	26	27	28	29	30
OX1R antag-1	3	5	23	22	14	0
OX1R antag-2	10	-13	-21	-20	-31	-21
STK33 kinase inh	-0.6	-1.6	0.2	-0.3	0.3	-0.8

31	CN(C)/C(Cn1cncn1)=C1/N=C(c2c(F)cccc2F)OC1=O
32	CC(=O)Nc1ccc(S(=O)(=O)Nc2ccc(-n3cnnn3)cc2)cc1
33	COc1cc(C(=O)OCC(=O)N2CCCC2=O)cc(OC)c1C
34	CC(C)Cc1cc(C(=O)O)c2ccccc2n1
35	Cc1c(N(C)C(=O)COc2ccc3ccccc3c2)c(=O)n(-c2ccccc2)n1C
36	CSCC[C@H](NC(=O)N1CCn2c1nc1ccccc12)C(=O)NCc1ccc2c(c1)OCO2
screen / no.	31	32	33	34	35	36
OX1R antag-1	16	2	3	14	23	25
OX1R antag-2	-13	4	8	2	-15	-12
STK33 kinase inh	-0.1	0.7	4.3	13	0.9	-1.4

37	C=CCOc1ccc(/C(CC)=N/O)cc1OC
38	COCC(=O)NNC(=O)Cc1ccc(Cl)cc1
39	O=C(Nc1ccc2c(c1)OCO2)C1CCCN1C(=O)Nc1cccc(F)c1 (configuration not stated)
40	Cc1ccccc1OCCNC(=S)Nc1ccccc1
41	CCCSC1=NN2CCCC(=O)N=C2S1
42	COc1ccc(C2C(C#N)=C(N)Oc3n[nH]c(C)c32)cc1Cn1cc([N+](=O)[O-])cn1 (configuration not stated)
screen / no.	37	38	39	40	41	42
OX1R antag-1	22	3	7	12	7	17
OX1R antag-2	-8	5	-16	10	11	-15
STK33 kinase inh	-2.3	-0.7	-0.9	-1.8	1.0	-0.2

43	O=S(=O)(CCc1ccncc1)Cc1ccc2c3c(cccc13)CC2
44	COCCCNC(=O)c1ccc2nc3ccccc3c(=O)n2c1
45	CC(=O)Oc1cccc(C(=O)Nc2ccccc2NC(=O)c2cccc(OC(C)=O)c2)c1
46	O=C(Cc1ccccc1)NNc1c2ccccc2nc2ccccc12
47	O=C(Nc1ccc2c(c1)C(=O)NC2=O)c1ccc2ncsc2c1
48	CCN(CC)CCn1c2c(c(SCC(=O)Nc3nc4ccccc4s3)nc1=O)CCCC2
screen / no.	43	44	45	46	47	48
OX1R antag-1	9	35	7	31	-5	11
OX1R antag-2	-10	-23	19	-12	1	-34
STK33 kinase inh	0.4	4.6	4.3	-0.1	3.3	-2.0

49	COc1ccc(NC(=O)C2CCCN2C(=O)OCc2ccccc2)c(OC)c1 (configuration not stated)
50	CC1CCN(CC(O)COc2cccc(F)c2)CC1 (configuration not stated)
51	Cc1cccc(N(C(=O)CNC(=O)c2ccco2)C(C(=O)NC2CCCCC2)c2cccnc2)c1 (configuration not stated)
52	Cc1ccc(NC(=O)c2ccc(S(=O)(=O)N3CCOCC3)cc2)nc1
53	COc1cccc(NC(=O)CN(C)C(=O)c2cccc(NS(=O)(=O)c3ccccc3)c2)c1
54	COc1cc(OC)cc(-c2c(-c3cccs3)c3cc(-c4ccc(N(C)C)nc4)ccc3n2C)c1
screen / no.	49	50	51	52	53	54
OX1R antag-1	18	11	7	9	8	4
OX1R antag-2	-25	3	-37	-12	-22	-25
STK33 kinase inh	x	-1.2	0.7	-1.0	-0.2	0.7

55	Cc1ccc([C@H]2C(C(=O)O)=CC[C@@H](c3cccs3)N2S(=O)(=O)c2ccc(C)cc2)cc1
56	COCC(C)NC(=O)C(C)Oc1ccccc1 (configuration not stated)
57	O=C(NCc1ccco1)NC12CC3CC(CC(C3)C1)C2
58	COc1cccc(C2NC(=O)NC(C)=C2C(=O)Nc2ccc(C)cc2)c1 (configuration not stated)
59	O=C(O)CCCNC(=O)CCCn1nnc2ccccc2c1=O
60	CCN(Cc1ccccc1)S(=O)(=O)c1cc(C(=O)O)ccc1OC
screen / no.	55	56	57	58	59	60
OX1R antag-1	13	5	15	4	2	13
OX1R antag-2	8	0	1	-3	2	2
STK33 kinase inh	-0.5	-1.0	3.8	-1.4	0.5	0.0

61	C=CCNC(=O)CN1CCC(n2c(C)nc3cc(C(F)(F)F)ccc32)CC1
62	CCC(CC)NC(=O)c1cc(OC)c(OC)cc1[N+](=O)[O-]
63	Cc1[nH]c(=O)c(C#N)c(C)c1Cl
64	CC(C)N1CCC(n2nccc2NC(=O)c2ccc3c(c2)OCO3)CC1
65	CCC/C(O)=C1\C(=O)CCCC1=NCCCCCC(=O)O
66	Cc1c(C(=O)OCC(=O)NCCN2C(=O)CSC2=O)cccc1[N+](=O)[O-]
screen / no.	61	62	63	64	65	66
OX1R antag-1	35	17	1	14	19	5
OX1R antag-2	-45	-14	3	8	-9	-16
STK33 kinase inh	-2.4	-0.7	1.2	-1.6	-1.2	-0.9

67	C/C=C1\COC(C(=O)NCCCN2CCCC2=O)(C(F)(F)F)C=C1C=C(C)C (configuration not stated)
68	CCOCCCNC(=O)C(c1ccc(Cl)cc1)N1CCC2(CC1)OCCO2 (configuration not stated)
69	O=C(NCC1CCCO1)C(=Cc1cccc([N+](=O)[O-])c1)C(=O)NCC1CCCO1 (configuration not stated)
70	O=C(CSc1cccc2cccnc12)OCC(=O)c1ccccc1
71	CCc1nnc(SCC(=O)NCCC2=CCCCC2)nc1CC
72	O=C(Oc1ccc2c3c(c(=O)oc2c1)CCCC3)c1ccco1
screen / no.	67	68	69	70	71	72
OX1R antag-1	25	12	33	32	22	10
OX1R antag-2	-7	-25	-26	-23	0	-8
STK33 kinase inh	-0.5	-0.2	0.8	0.0	0.0	-1.3

73	FC(F)Oc1ccc(NC(=S)NCc2ccccc2)cc1Cl
74	COc1ccc(S(=O)(=O)N2CCCC2)cc1C(C)C
75	Cc1ccccc1NC(=O)CSc1nc(N)c2c3c(sc2n1)CSC(C)(C)C3
76	Cc1cc(NC(=O)CSc2nc3c(cc2C#N)CCCCC3)no1
77	CN(CCO)CCC(=O)NC1(C)CS(=O)(=O)CC1S(=O)(=O)O (configuration not stated)
78	Cc1ccccc1Cc1c(C)nc2ncnn2c1C
screen / no.	73	74	75	76	77	78
OX1R antag-1	14	17	10	33	23	3
OX1R antag-2	9	-29	-7	-14	-8	-19
STK33 kinase inh	0.7	1.8	-1.5	0.8	0.2	-0.9

Reprinted at random: 2 entries already listed.
44	COCCCNC(=O)c1ccc2nc3ccccc3c(=O)n2c1
76	Cc1cc(NC(=O)CSc2nc3c(cc2C#N)CCCCC3)no1
screen / no.	44	76
OX1R antag-1	35	33
OX1R antag-2	-23	-14
STK33 kinase inh	4.6	0.8

Next part
79	Cc1ccc(-n2c(C)nn(CC#N)c2=O)cc1
80	Cc1cc(C)nc(N2CCCC(CCC(=O)NCc3ccc(F)c(F)c3)C2)n1 (configuration not stated)
81	CN(Cc1ccccc1)c1ccc([N+](=O)[O-])cc1C(=O)O
82	O=C(Nc1ccc(S(=O)(=O)N2CCOCC2)cc1)c1cccc(Br)c1
83	Cc1cccc(Nc2ccc(C(=O)N3CCOCC3)cn2)c1
84	COc1cc(NS(=O)(=O)c2ccc(NC(C)=O)cc2)nc(OC)n1
screen / no.	79	80	81	82	83	84
OX1R antag-1	6	10	43	-2	1	17
OX1R antag-2	-6	5	-11	-18	12	8
STK33 kinase inh	-0.8	-1.1	-1.4	1.2	-0.3	-3.2

High-throughput results as filed in PubChem.
